Assay outcomes deposited in PubChem by several laboratories.
CIT2 TOR yeast – modulators of TOR pathway CIT2-GFP in S. cerevisiae. 0.065% of 320,000 active. S. cerevisiae CIT2-GFP strain, flow cytometry, 3 h; 100 means same as DMSO wells. GFP response vs DMSO, % at 10 µM;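 active = GFP response relative to DMSO above a set limit, near the screen mean plus 3 SD, cut at about 150% in these data; inconclusive = Fewer than 70 cells measured for a yeast strain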;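 note: ratio of well median GFP fluorescence to mean of DMSO wells on the plate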
AGP1-GFP MLPCN – yeast TOR pathway AGP1-GFP modulation; 0.02% of 320,000 active; S. cerevisiae AGP1-GFP multiplex flow cytometry, 3 h; GFP as percent of DMSO wells; GFP response vs DMSO, % at 10 µM; AID 2066;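 active = GFP response relative to DMSO above a set limit, near screen average plus 3 SD, cut at about 150% in these data; inconclusive = fewer than 70 cells counted for the yeast strain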;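 note: median GFP channel fluorescence of the gated AGP1 strain per well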
procasp3 activ – procaspase-3 (human) activation. P42574. recombinant procaspase-3 D3A, Ac-DEVD-pNA absorbance 405 nm. activation, % at 8.5 µM. 0.11% of 330,000 active. AID 463141;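 active = activation above the mean of all tested compounds plus 3 SD, cut at about 21% in these data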;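 note: 0% = DMSO alone and 100% = DMSO wells spiked with extra 5 µM PC-3 D3A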
Target sequence (P42574 whole entry D9A/D28A/D175A): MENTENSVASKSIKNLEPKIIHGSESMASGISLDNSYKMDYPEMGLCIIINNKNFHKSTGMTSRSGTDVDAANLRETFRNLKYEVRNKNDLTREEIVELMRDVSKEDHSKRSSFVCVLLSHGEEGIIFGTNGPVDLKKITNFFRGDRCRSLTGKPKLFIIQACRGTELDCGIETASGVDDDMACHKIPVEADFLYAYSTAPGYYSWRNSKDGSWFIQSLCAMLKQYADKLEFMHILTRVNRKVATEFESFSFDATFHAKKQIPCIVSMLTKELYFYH
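material = Procaspase-3 D3A mutant | probe or stimulus = Ac-DEVD-pNA | compound = single dose, 8.5 µM nominal compound, 0.8% DMSO | timing = 1 h preincubation, 2 h reaction | measured by = 405 nm absorbance of p-nitroaniline, reads at 0 and 120 min | benchmarks = DMSO-only low control, 5 µM PC-3 D3A high control | repeats = singlicate, each compound tested once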
LAP4 TOR yeast – yeast TOR pathway LAP4-GFP modulation. S. cerevisiae LAP4-GFP multiplex, flow cytometry GFP, 3 h; median GFP as percent of DMSO wells. GFP response vs DMSO, % at 10 µM. 0.34% of 320,000 active;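 active = GFP response vs DMSO above a set limit, about the screen mean plus 3 SD, cut at about 150% in these data; inconclusive = under 70 cell events counted for the yeast strain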
RPL19A TOR yeast – yeast TOR pathway RPL19A-GFP modulation; S. cerevisiae RPL19A-GFP strain, flow cytometry, 3 h; active compounds read low; percent response vs DMSO, % at 10 µM; 0.3% of 330,000 active; AID 2025;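 active = percent response vs DMSO below 50%; inconclusive = fewer than 70 events counted for the yeast strain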;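 note: median channel GFP fluorescence of the barcoded RPL19A-GFP strain; ratio of sample median GFP to plate DMSO average so 100% = DMSO; lower means less RPL19A-GFP as with rapamycin TOR inhibition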
MEP2-GFP yeast – yeast TOR pathway MEP2-GFP modulation | GFP response vs DMSO, % at 10 µM | S. cerevisiae MEP2-GFP strain, flow cytometry GFP, 3 h; 100% = DMSO control level | AID 2016 | 0.51% of 330,000 active;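 active = GFP response versus DMSO above a set limit, roughly screen mean plus 3 SD, cut at about 180% in these data; inconclusive = fewer than 70 cells counted for a yeast strain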;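 note: median GFP fluorescence of the barcode-gated MEP2-GFP cells per well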
procasp7 counter – counter-screen: procaspase-7 (human) activation; AID 463210; activation, % at 8.5 µM; 0.093% of 330,000 active; recombinant procaspase-7, Ac-DEVD-pNA absorbance 405 nm; D23A/D198A/D206A triple mutant, cannot self-cleave; scale: DMSO 0, 5 µM enzyme 100; P55210;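 active = percent activation above the screen-wide mean plus 3 SD, cut at about 25% in these data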
Target sequence (P55210 whole entry D23A/D198A/D206A): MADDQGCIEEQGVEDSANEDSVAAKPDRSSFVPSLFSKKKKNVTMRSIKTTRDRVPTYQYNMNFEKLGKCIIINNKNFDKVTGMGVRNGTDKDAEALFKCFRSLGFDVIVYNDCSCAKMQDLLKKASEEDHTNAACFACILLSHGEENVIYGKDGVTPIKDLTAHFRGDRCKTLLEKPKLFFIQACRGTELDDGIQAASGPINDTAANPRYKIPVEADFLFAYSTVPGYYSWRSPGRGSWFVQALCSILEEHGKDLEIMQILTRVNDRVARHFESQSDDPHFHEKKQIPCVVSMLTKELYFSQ
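Test system: Procaspase-7 triple mutant (PC-7 D3A). Also added: Ac-DEVD-pNA substrate, 400 µM as added. Schedule: 1 h enzyme–compound preincubation and 2 h substrate reaction, both 25 °C. Signal: p-Nitroaniline absorbance at 405 nm, read at 0 and 120 min. Control set: low DMSO alone, high DMSO plus 5 µM PC-7.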
AHR act – activates the human aryl hydrocarbon receptor; AHR-responsive luciferase reporter cells, luminescence; P35869; AID 2796; activation, % at 5 µM; 2.5% of 320,000 active; in the data active = activation above about 47%;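 note: 0% = vehicle wells and 100% = reference agonist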
Numbers without * were called inactive; ? = inconclusive; / = not tested or not shown; [ ] = remark or other dose.

smiles,CIT2 TOR yeast,AGP1-GFP MLPCN,procasp3 activ,LAP4 TOR yeast,RPL19A TOR yeast,MEP2-GFP yeast,procasp7 counter,AHR act
CNc1cc(NS(=O)(=O)c2ccc(N)cc2)nc(NC)n1,80,89,11,106,102,101,9,-1
CN(CCc1nc2ccc(Cl)cc2[nH]1)Cc1nc(CC2CC2)no1,92,98,3,92,96,94,5,5
COc1ccccc1NC(=O)COC(=O)c1cnc(C)cn1,92,95,-3,94,91,99,9,1
COc1ccccc1NC(=O)c1ccccc1C(=O)N(C)Cc1ccccc1,113,105,8,90,102,105,9,-1
Nc1nc(SCC(=O)Nc2ccc3c(c2)OCO3)n[nH]1,96,104,0,104,106,103,3,0
CCc1ccccc1N(CC(=O)NCC1CCCO1)C(=O)CCC(=O)Nc1cc(C)on1 (stereo not drawn),108,101,4,97,99,114,4,-1
CCc1noc(C)c1C(=O)N1CCOCC1,107,104,-2,99,101,100,5,5
C=CCn1c(SCC(=O)NC2CC2)nc2ccccc2c1=O,89,99,3,95,94,98,-4,6
Cc1onc(-c2ccccc2)c1C(=O)NC(C)C1CCCO1 (stereo not drawn),99,96,0,89,89,102,14,-1
CC(=O)c1ccccc1NC(=O)COC(=O)c1ccc2c(c1)nc(C)n2-c1ccccc1,103,85,-1,95,102,108,5,13
Cc1c(C)c2ccc(OCC(=O)N[C@@H](Cc3ccccc3)C(=O)O)cc2oc1=O,102,104,7,108,104,108,10,-1
COc1ccc(S(=O)(=O)N2CCN(C(=O)c3ccc4ccccc4n3)CC2)cc1,94,100,11,101,97,99,-1,8
CSC(SC)=C(C(C)=O)C(=O)c1ccc(C)cc1,84,97,-8,110,97,94,-2,6
COC(=O)c1cc(S(=O)(=O)NCC2CCN(Cc3cccc(F)c3)CC2)c[nH]1,101,102,4,100,110,108,4,1
O=C(CCN1C(=O)c2ccccc2C1=O)NC(=S)Nc1ccccc1Cl,98,95,1,102,102,97,-5,8
O=C(NCCCN1CCCCCC1)C1CC(=O)N(CCc2ccccc2)C1 (stereo not drawn),96,108,3,92,107,101,11,2
CN(C)c1ccc(C(=S)N2CCOCC2)cc1,82,100,-2,90,98,104,0,0
COC(=O)c1ccc(C2C(C(=O)c3ccco3)=C(O)C(=O)N2c2cc(C)on2)cc1 (stereo not drawn),99,101,-19,99,98,98,-71,0
CN(C)CCCNC(=S)N(Cc1cccs1)Cc1cc2cc3c(cc2[nH]c1=O)OCCO3,109,110,-4,107,102,106,4,4
CC1CCN(C(=O)Cn2c(=O)n(CCCC(=O)NCc3ccco3)c(=O)c3sccc32)CC1,90,95,1,84,98,98,0,-3
O=S(=O)(c1ccc(F)cc1)N1CCC(N2CCCC2)CC1,127,98,5,93,96,96,3,0
CC1C/C(=C/c2ccccn2)C(=O)/C(=C/c2ccccn2)C1 (stereo not drawn),103,92,4,97,105,106,-4,0
CCOc1ccc(S(=O)(=O)Nc2ccncc2)c(C)c1C,114,97,-4,106,97,100,-10,2
O=C(CSc1nnc(CCCOc2ccc(Cl)cc2Cl)o1)Nc1ccc(C(=O)O)cc1,102,93,10,108,94,98,-1,1
CC(C)(C)C(=O)N1CCN(CCN2C(=O)c3cccc4cccc(c34)C2=O)CC1,97,97,-14,91,104,107,-1,1
Cc1ccc(NC(=O)c2cccc(Oc3ccc([N+](=O)[O-])cc3)c2)c(C(=O)O)c1,96,103,6,114,102,110,-9,2
COc1cccc(C2CN(c3ccc(F)cc3F)N=C2c2cccs2)c1OC (stereo not drawn),?,?,-31,?,58[may fluoresce violet],?,-24,10
CCCCN(C(=O)c1cccc(N2C(=O)c3ccccc3C2=O)c1)c1c(N)n(CC(C)C)c(=O)[nH]c1=O,98,99,-6,106,94,102,-7,0
Cc1csc(NC(=O)CSc2nncn2C)n1,100,101,3,100,103,104,5,1
CC(C)(C)c1[nH]ncc1[N+](=O)[O-],98,103,15,96,102,102,-4,-1
CCCC(=O)OCCNc1cc(SCCC(=O)OC)c2nonc2c1[N+](=O)[O-],98,96,-4,102,99,92,-12,-1
COc1ccc(/C=N/Nc2nnc(-c3ncc[nH]3)c3ccccc23)cc1,/,94,7,123,104,96,-3,62*
O=C(COc1ccc(-c2ccccc2)cc1)NNC(=O)NC1CCCCC1,105,113,2,109,104,102,5,1
CC(C)=CCCC(C)CN(C)CCc1ccccn1 (stereo not drawn),95,96,-1,101,96,105,1,0
CCOC(=O)C1(Cc2cccc(OC)c2)CCCN(S(=O)(=O)c2cccnc2)C1 (stereo not drawn),80,85,-3,75,97,87,2,1
CN(C)CCCNC(=O)c1cc(C(=O)Cc2ccccc2)c[nH]1,94,93,4,97,92,100,4,1
O=C(COC(=O)CNC(=O)c1ccc(Cl)cc1Cl)NNC(=O)c1ccccc1F,120,129,-5,146,121,141,17,1
COC(=O)C1Cc2c([nH]c3ccccc23)CN1 (stereo not drawn),94,/,-2,99,99,96,-5,44
O=[N+]([O-])c1ccc(N2CCN(CCO)CC2)c2ncccc12,88,101,4,99,102,95,9,6
COc1cc(C(C)=O)ccc1OCC(O)CN1CCN(c2ccccc2)CC1 (stereo not drawn),105,103,2,99,105,106,1,1
CC(=O)Nc1ccc(S(=O)(=O)NC(CC(=O)NCCC2=CCCCC2)C(C)C)cc1 (stereo not drawn),101,152*,0,282*,85,211*,3,5
CCOC(=O)c1c(-c2cccc([N+](=O)[O-])c2)csc1N,104,98,4,101,105,100,11,8
Cn1c(/C(C#N)=C/c2ccc(-c3ccc(S(N)(=O)=O)cc3)o2)nc2ccccc21,89,91,-26,92,93,92,-56,-1
O=C(NCCCN1CCCC1=O)C1CCN(S(=O)(=O)c2ccc(Cl)cc2)CC1,93,101,0,97,95,99,10,-1
O=C(Cc1c(O)c2ccccc2oc1=O)c1ccc(C(F)(F)F)cc1,92,94,-4,82,109,97,17,5
COc1ccc(CN2CCN(C(=O)CC(C)C)CC2)c(OC)c1OC,97,107,3,90,98,91,11,1
COc1cc2c(cc1OC)C1CC(=O)C(CC(C)C)CN1CC2 (stereo not drawn),99,101,-4,98,103,102,-2,3
CC(Sc1nnc(-c2ccccc2Br)n1-c1cccc(C(F)(F)F)c1)C(N)=O (stereo not drawn),97,96,-6,91,97,93,1,5
O=C(NC(NNc1ccc([N+](=O)[O-])cc1)(C(F)(F)F)C(F)(F)F)c1ccccc1Cl,98,99,-5,99,104,101,-8,2
CCOC(=O)C(CC)n1cnc2c(oc3ccccc32)c1=O (stereo not drawn),96,97,6,99,96,98,-9,10

Remaining list, next part
smiles,CIT2 TOR yeast,AGP1-GFP MLPCN,procasp3 activ,LAP4 TOR yeast,RPL19A TOR yeast,MEP2-GFP yeast,procasp7 counter,AHR act
C[C@]12CCC3c4ccc(O)cc4CCC3C1CC/C2=N\N (stereo partly drawn),92,99,-4,121,97,98,3,2
COc1ccc(C(=O)NCC(c2ccco2)N2CCCC2)cc1S(=O)(=O)N1CCCCC1C (stereo not drawn),87,94,-1,91,94,90,0,2
Cc1cc(C)n(Cc2ccc(C(=O)NN)o2)n1,96,100,8,108,91,99,1,23
O=C(NCCc1ccccn1)c1cncc(Br)c1,91,99,1,80,99,101,0,8
COCCCNC(=O)c1ccc2c(=O)n(Cc3ccccc3OC)c(=S)[nH]c2c1,101,99,-2,97,103,113,-11,3
COc1ccc(Cl)cc1NC(=O)c1cc(-c2ccc(C)cc2O)n[nH]1,88,98,-7,101,97,106,-2,-1
CCOc1ccc(CN2CCC(C(=O)Nc3cccc(-c4ccn[nH]4)c3)CC2)cc1Cl,123,102,4,92,103,111,0,5
Nc1cc(=O)[nH]c(SCC(=O)Nc2cc(S(=O)(=O)N3CCOCC3)ccc2Cl)n1,104,101,5,104,96,102,2,0
CC(=O)Nc1ccc(/C(C)=N/NC(=O)c2ccccc2Cl)cc1,99,101,-1,90,98,102,-8,3
COc1cccc(N(CC(=O)NCCN2CCOCC2)S(=O)(=O)c2ccccc2)c1,91,102,2,107,102,102,-2,0
Cn1c(Cl)nc2ccccc21,97,106,-10,108,103,110,1,11
CC1CCCC1/C(=N/O)c1ccccc1 (stereo not drawn),91,100,-2,102,104,102,-7,-2
CCCc1nc2sc3c(=O)[nH]cnc3c2c2c1CCCC2,109,106,-3,101,101,104,-3,1
CN=C(N)NCCC[C@H](N)C(=O)O,94,96,-2,94,107,101,1,-3
c1ccc(CSc2nnc3ccc(-c4ccncc4)nn23)cc1,86,87,-1,95,95,111,-1,6

Three structures from above, arranged by count of non-hydrogen atoms, high to low:
smiles,CIT2 TOR yeast,AGP1-GFP MLPCN,procasp3 activ,LAP4 TOR yeast,RPL19A TOR yeast,MEP2-GFP yeast,procasp7 counter,AHR act
CCc1ccccc1N(CC(=O)NCC1CCCO1)C(=O)CCC(=O)Nc1cc(C)on1 (stereo not drawn),108,101,4,97,99,114,4,-1
COc1ccccc1NC(=O)c1ccccc1C(=O)N(C)Cc1ccccc1,113,105,8,90,102,105,9,-1
C[C@]12CCC3c4ccc(O)cc4CCC3C1CC/C2=N\N (stereo partly drawn),92,99,-4,121,97,98,3,2
